697 NFkB inh = lowers PMA/ionomycin-induced NF-kB signal in 697 B cells; 697 B-cell NF-kB luciferase reporter, 16 h; inhibition, % at 4 µM; 330,000 tested, 0.33% active; in the data active means inhibition above about 35%
UPR CHOP act = activators of apoptotic arm of unfolded protein response (CHOP); CHO-CHOP luciferase reporter, UPR activation, luminescence; percent of tunicamycin response over DMSO baseline; activation, % at 10 µM; 330,000 tested, 0.34% active; AID 449763;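 active means at 10 µM dose, activation of 40% or more, normalized to positive control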;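 further: 100% = tunicamycin at 10 µg/mL and 0% = DMSO alone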
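assay system = CHO CHOP reporter cells | amount = 500 CHO-CHOP cells per well | buffer or medium = F12 with 10% FBS | incubation = 16-18 h cell attachment, then 6 h compound exposure, 37 °C | detection = luminescence read with Steady-Glo | read-out = percent activation relative to tunicamycin control | controls = tunicamycin high control, DMSO low control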
Mdm2 MdmX PPI = human Mdm2/MdmX binding inhibition; O15151+Q00987; SaOS-2 split-luciferase Mdm2/MdmX complementation, luminescence; inhibition, % at 8 µM; 330,000 tested, 3% active; AID 485346;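 active means inhibition of at least 50% at 8 µM in the primary screen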
Target sequence (O15151 whole entry, looked up): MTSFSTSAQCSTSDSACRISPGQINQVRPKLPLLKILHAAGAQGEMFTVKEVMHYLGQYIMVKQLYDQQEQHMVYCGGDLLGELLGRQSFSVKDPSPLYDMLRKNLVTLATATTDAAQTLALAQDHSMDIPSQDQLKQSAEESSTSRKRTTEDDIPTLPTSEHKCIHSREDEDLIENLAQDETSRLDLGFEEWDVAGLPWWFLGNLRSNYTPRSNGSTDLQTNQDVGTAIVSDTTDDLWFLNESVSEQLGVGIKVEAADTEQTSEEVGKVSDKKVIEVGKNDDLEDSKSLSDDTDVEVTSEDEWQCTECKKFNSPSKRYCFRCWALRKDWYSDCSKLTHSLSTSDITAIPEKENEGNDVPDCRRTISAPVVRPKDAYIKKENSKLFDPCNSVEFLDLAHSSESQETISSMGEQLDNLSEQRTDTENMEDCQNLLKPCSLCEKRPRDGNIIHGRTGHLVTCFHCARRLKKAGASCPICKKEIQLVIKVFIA
Target sequence (Q00987 whole entry, looked up): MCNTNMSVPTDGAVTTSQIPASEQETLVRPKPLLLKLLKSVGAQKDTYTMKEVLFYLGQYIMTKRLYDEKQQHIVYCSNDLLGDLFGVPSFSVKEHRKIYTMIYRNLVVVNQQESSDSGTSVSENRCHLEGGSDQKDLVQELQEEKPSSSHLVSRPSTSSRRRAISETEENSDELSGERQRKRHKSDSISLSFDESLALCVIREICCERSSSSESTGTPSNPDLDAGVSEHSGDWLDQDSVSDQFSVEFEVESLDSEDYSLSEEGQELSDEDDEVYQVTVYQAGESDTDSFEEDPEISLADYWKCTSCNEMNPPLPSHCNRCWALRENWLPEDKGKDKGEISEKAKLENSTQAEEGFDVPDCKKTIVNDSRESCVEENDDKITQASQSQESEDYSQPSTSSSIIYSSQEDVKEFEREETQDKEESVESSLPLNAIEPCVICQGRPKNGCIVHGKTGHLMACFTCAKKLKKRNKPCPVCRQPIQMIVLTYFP
tim10-1 inh = tim10-1 yeast growth inhibition. S. cerevisiae tim10-1 ts strain growth, BacTiter-Glo, 24 h. inhibition, % at 20 µM. 330,000 tested, 2.2% active;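 active means inhibition of at least 40%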;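 further: mutant grown at 25 °C; 0% = DMSO wells with yeast and 100% = wells holding no yeast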
UPR XBP1 act = activators of adaptive arm of unfolded protein response (XBP1); CHO-XBP1 luciferase reporter, IRE1-XBP1 UPR activation, luminescence; percent of tunicamycin response, DMSO as zero; 330,000 tested, 0.33% active; activation, % at 20 µM; AID 463104;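 active means versus positive control, 20 µM dose yields 30% or more activation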;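 further: 100% = tunicamycin at 10 µg/mL and 0% = DMSO only wells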
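Material – CHO cell line with stable XBP1 luciferase reporter · Buffer or medium – F12 plus 10% FBS · Compound – single point, 20 µM final compound, 1% DMSO · Schedule – 16-18 h cell attachment at 37 °C, then 6 h compound exposure · Signal – Steady-Glo luminescence read · Benchmarks – high control tunicamycin 10 µg/mL final, low control DMSO vehicle only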
TIM10 inh = inhibits growth of TIM10 yeast strain; S. cerevisiae TIM10 strain growth, BacTiter-Glo luminescence, 24 h; inhibition, % at 10 µM; 330,000 tested, 1.4% active; AID 463195;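 active means inhibition of 40% or more at the single tested concentration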;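 further: wild-type TIM10 isogenic control strain grown at permissive 25 °C; 0% = DMSO yeast wells and 100% = minimal medium wells without yeast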
Jurkat NFkB inh = lowers PMA/ionomycin-induced NF-kB signal in Jurkat cells | PMA/ionomycin-induced NF-kB luciferase reporter, luminescence | 330,000 tested, 0.53% active | inhibition, % at 4 µM; in the data active means inhibition above about 50%
tim23-1 inh = growth inhibitors of tim23-1 mutant yeast; S. cerevisiae tim23-1 growth, BacTiter-Glo luminescence, 24 h; inhibition, % at 20 µM; 330,000 tested, 1.3% active; AID 463212;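 active means growth inhibition of the mutant yeast at or above 50%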;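 further: temperature-sensitive mutant grown at 25 °C; plate controls were DMSO-treated mutant yeast for no effect and medium wells lacking yeast for full effect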
Active calls of the source: *.

Every second line gives: UPR XBP1 act | tim23-1 inh | tim10-1 inh | 697 NFkB inh | UPR CHOP act | Mdm2 MdmX PPI | TIM10 inh | Jurkat NFkB inh
1. Cc1c(NC(=S)NC(=O)c2cccc(Br)c2)c(=O)n(-c2ccccc2)n1C
    -2 | 6 | -12 | -8 | 1.4 | -20 | 1 | -11
2. CCCn1c(C(=O)OC)cc2c1ccn2-c1ccc(F)cc1
    3 | 4 | 10 | -12 | 2.8 | 20 | 4 | -1
3. COc1ccc(S(=O)(=O)N2CCN(Cc3ccc(Cl)cc3)CC2)cc1
    3 | 58* | 28 | -33 | 12 | -3 | 42* | -1
4. Cc1ccc(NC(=O)CCc2nc(-c3cccs3)no2)c(Br)c1
    -6 | 5 | 19 | 7 | -0.1 | 6 | 1 | -6
5. NS(=O)(=O)c1cc(C(=O)OCC(=O)Nc2ccc(Cl)cc2[N+](=O)[O-])ccc1Cl
    2 | 4 | 4 | -2 | -2.2 | 29 | 10 | 11
6. COc1ccc2[nH]c(=O)c(CNc3cccc(C)c3)cc2c1
    0 | 16 | 12 | -97 | 5.4 | -73 | 19 | -90
7. COc1ccc(N2C(=O)/C(=C/c3ccc([N+](=O)[O-])cc3)N=C2C)c(OC)c1
    -2 | 2 | 8 | -6 | -0.8 | 12 | 3 | 6
8. CN(C)c1cccc(-c2csc(N3CCC(C(N)=O)CC3)n2)c1
    3 | 17 | 12 | -117 | 3.2 | -70 | 6 | 20
9. CC1(C)Cc2c(cnn2-c2cccc(F)c2)C(NC(=O)c2ccc[n+]([O-])c2)C1 (centres undefined)
    -3 | 2 | -20 | 9 | 0.0 | 14 | -2 | 14
10. OCC[C@@H]1C[C@@H](O)[C@H](O)[C@]2(Cc3ccccc3O2)O1
    3 | 14 | 8 | 16 | -1.0 | 39 | 12 | -8
11. O=[N+]([O-])c1ccc(Sc2nc3ccccc3o2)c([N+](=O)[O-])c1
    -5 | -183 | 19 | -40 | -2.1 | 99* | 47* | 45
12. Cc1cccc(Cn2c(Sc3nc(C)cs3)nc3c2c(=O)[nH]c(=O)n3C)c1
    -1 | -16 | 17 | 19 | -3.8 | 18 | 3 | -3
13. CCN1C(=O)CS/C1=N\c1nccs1
    -2 | 10 | 1 | 7 | 0.6 | 20 | 9 | 0
14. O=C(Cn1c(=O)oc2ccccc21)NC(=O)NCc1ccco1
    0 | 4 | 6 | 2 | -1.2 | 2 | -5 | -2
15. Cc1c([N+](=O)[O-])c(C(=O)Nc2ccc3c(c2)OCCO3)nn1C
    5 | 6 | 20 | -39 | 2.5 | 0 | -10 | -28
16. Cc1ccc(Oc2nc(-c3ccccn3)nc3ccccc23)cc1
    4 | 64* | 45* | -35 | 48* | 60* | 20 | -8
17. NNc1nc(Nc2ccccc2)nc(Nc2ccccc2)n1
    1 | 43 | 51* | -10 | -0.1 | 13 | 25 | 2
18. COc1cccc(OC)c1C(=O)Nc1c(C)n(C)n(-c2ccccc2)c1=O
    -1 | 13 | 15 | 13 | -1.6 | 10 | 19 | 17
19. CCC(CC)C(=O)Nc1cc(NC(=O)C(CC)CC)cc(C(=O)O)c1
    0 | -1 | 3 | 13 | -0.1 | 5 | 13 | 0
20. COc1cc(/C=N/n2cnnc2)ccc1OC(=O)c1ccco1
    0 | 15 | 17 | 0 | -0.8 | 23 | -5 | -8
21. COc1cccc(CNC(=O)c2csc3c2CCCC3)c1
    -2 | 2 | 2 | 1 | 1.2 | 1 | -51 | 6
22. COc1ccc(S(=O)(=O)c2nnn(-c3cccc(OC)c3)c2N)cc1
    -4 | 8 | -2 | -7 | -0.8 | 3 | -21 | -1
23. C=CCNC(=O)C(C#N)c1nc2ccccc2nc1N1CCCCCC1 (centres undefined)
    -2 | 32 | 24 | 6 | 0.5 | 1 | 19 | 4
24. CCn1ncc(CN2CCN(Cc3cccc(OC)c3)C(CCO)C2)c1C (centres undefined)
    -1 | 0 | 7 | 4 | -1.1 | 34 | 10 | 18
25. CCCCn1ccnc1C(=O)c1ccc(S(=O)(=O)N(CCOC)CCOC)cc1
    -1 | 14 | 24 | 9 | -1.6 | 15 | 18 | 4
26. O=C(c1cc([N+](=O)[O-])ccc1Cl)N1CCN(c2ccccn2)CC1
    0 | -2 | 6 | -9 | -0.7 | 1 | -3 | 9
27. Cc1ccc(C(=O)c2c3ccc([N+](=O)[O-])cc3[n+]([O-])n2CCCN)cc1
    -2 | 2 | -3 | -126 | -0.9 | 33 | -4 | -10
28. CCC1CCCCN1C(=O)CSc1nc(N)c(NC(=O)c2ccco2)c(=O)[nH]1 (centres undefined)
    -2 | -5 | -11 | 13 | 0.8 | 19 | -11 | 14
29. Cc1cc(N=Cc2c(O)n(-c3ccc4c(c3)OCO4)c(=O)c3ccccc23)ccn1
    -1 | 25 | 26 | -5 | 1.1 | 11 | 53* | 4
30. CCCCNC(=O)c1cc2nc3c(c(C(F)(F)F)n2n1)CCc1ccccc1-3
    3 | -13 | 18 | -31 | 0.2 | -8 | -10 | -14

Ordered by molar mass (rising): some entries from above.
Every second line gives: UPR XBP1 act | tim23-1 inh | tim10-1 inh | 697 NFkB inh | UPR CHOP act | Mdm2 MdmX PPI | TIM10 inh | Jurkat NFkB inh
20. COc1cc(/C=N/n2cnnc2)ccc1OC(=O)c1ccco1
    0 | 15 | 17 | 0 | -0.8 | 23 | -5 | -8
16. Cc1ccc(Oc2nc(-c3ccccn3)nc3ccccc23)cc1
    4 | 64* | 45* | -35 | 48* | 60* | 20 | -8
26. O=C(c1cc([N+](=O)[O-])ccc1Cl)N1CCN(c2ccccn2)CC1
    0 | -2 | 6 | -9 | -0.7 | 1 | -3 | 9
19. CCC(CC)C(=O)Nc1cc(NC(=O)C(CC)CC)cc(C(=O)O)c1
    0 | -1 | 3 | 13 | -0.1 | 5 | 13 | 0
27. Cc1ccc(C(=O)c2c3ccc([N+](=O)[O-])cc3[n+]([O-])n2CCCN)cc1
    -2 | 2 | -3 | -126 | -0.9 | 33 | -4 | -10
22. COc1ccc(S(=O)(=O)c2nnn(-c3cccc(OC)c3)c2N)cc1
    -4 | 8 | -2 | -7 | -0.8 | 3 | -21 | -1
24. CCn1ncc(CN2CCN(Cc3cccc(OC)c3)C(CCO)C2)c1C (centres undefined)
    -1 | 0 | 7 | 4 | -1.1 | 34 | 10 | 18
30. CCCCNC(=O)c1cc2nc3c(c(C(F)(F)F)n2n1)CCc1ccccc1-3
    3 | -13 | 18 | -31 | 0.2 | -8 | -10 | -14
28. CCC1CCCCN1C(=O)CSc1nc(N)c(NC(=O)c2ccco2)c(=O)[nH]1 (centres undefined)
    -2 | -5 | -11 | 13 | 0.8 | 19 | -11 | 14
25. CCCCn1ccnc1C(=O)c1ccc(S(=O)(=O)N(CCOC)CCOC)cc1
    -1 | 14 | 24 | 9 | -1.6 | 15 | 18 | 4

Other results follow.
Every second line gives: UPR XBP1 act | tim23-1 inh | tim10-1 inh | 697 NFkB inh | UPR CHOP act | Mdm2 MdmX PPI | TIM10 inh | Jurkat NFkB inh
31. O=C(O)c1cc(C(=O)O)c(-c2ccccc2)c(C(=O)O)c1
    -2 | -5 | 0 | 18 | -0.4 | 6 | -20 | 2
32. COc1cc(C2C(C#N)=C(N)N(c3sc4c(c3C#N)CCCC4)C3=C2C(=O)CC(C)(C)C3)cc(OC)c1OC (centres undefined)
    4 | 2 | 2 | -12 | -0.7 | 15 | 11 | 27
33. Fc1ccc(CNC(=S)Nc2ccc(Cl)cc2)cc1
    3 | 7 | 11 | 4 | -0.7 | 10 | 22 | -12
34. Cc1c(C(=O)NCCc2ccc(S(N)(=O)=O)cc2)cccc1[N+](=O)[O-]
    -1 | 16 | 24 | 6 | -1.2 | 6 | -9 | 0
35. CCN1CCCC1CNC(=O)c1cc(NC(C)=O)c(N(C)C)cc1OC (centres undefined)
    -1 | -3 | 29 | -4 | 1.6 | 4 | 10 | 4
36. Cc1cc(SCC(=O)c2ccccc2)nc(SCC(=O)c2ccccc2)n1
    -2 | 30 | 27 | -1 | 0.3 | 1 | 19 | -6
37. O=C(O)CCS(=O)(=O)c1nc(-c2cccs2)cc(C(F)(F)F)n1
    -1 | 26 | 26 | 21 | 1.9 | 9 | 29 | 11
38. CCOC(=O)C1CCN(S(=O)(=O)c2ccc3c(c2)CC(C)N3C(=O)C2CC2)CC1 (centres undefined)
    -7 | 36 | 2 | -15 | -0.7 | 11 | 40* | 2
39. CC(=O)Oc1ccc(C(=O)Nc2cccc(C(=O)c3ccc(C)c(C)c3)c2)cc1
    0 | 47 | 11 | 1 | -0.2 | 20 | 20 | 12
40. Cc1cccc(CCNC(=O)C2CCC(CNc3c(N4CCCC4)c(=O)c3=O)CC2)c1 (centres undefined)
    3 | -8 | -22 | -16 | -0.9 | -29 | 5 | 3
41. CCN(CC(=O)Nc1ccc(NC(C)=O)cc1)C(=O)Cc1cccc2ccccc12
    -3 | -1 | 2 | 5 | 2.3 | 18 | 6 | 13
42. CS(=O)(=O)n1nc(-c2cccnc2)nc1NCc1ccccc1
    -5 | 9 | -6 | 4 | -1.5 | 6 | 0 | -20
43. NC(=O)C1CCN(C(=O)CNC(=O)c2ccccc2)CC1
    3 | -1 | 9 | 8 | 1.0 | 8 | 2 | -5
44. O=C(CSCc1ccc(F)cc1)Nc1ccc(N2CCOCC2)cc1N1CCOCC1
    -3 | 21 | 15 | 1 | -1.9 | 17 | 10 | -11
45. CC(C)COc1ccc(C(=O)OCC(=O)NCc2cccs2)cc1
    2 | 15 | 10 | 18 | 0.0 | 39 | 1 | 23
46. CN(C)S(=O)(=O)c1ccc(NC(=O)c2c(F)cccc2Cl)cc1
    -1 | -14 | 24 | 7 | 0.3 | 13 | 10 | 14
47. Brc1cc2c(cc1CN1CCc3ccccc3C1)OCO2
    0 | 19 | 7 | 15 | 3.0 | 4 | 20 | 11
48. Cc1nnc2sc(-c3ccncc3)nn12
    1 | 0 | 2 | 11 | 1.4 | 10 | -1 | 7
49. Cc1cn([C@@H](CCCCNC(=O)OC(C)(C)C)C(=O)NCCCCCCCCCCC(=O)N2CCN(C(=O)OC(C)(C)C)CC2)nn1
    -3 | 21 | 14 | -59 | 4.9 | 33 | 4 | 33
50. Cc1nc2sccn2c(=O)c1CCN1CCC(=C(c2ccc(F)cc2)c2ccc(F)cc2)CC1
    -8 | 19 | 13 | 9 | 1.1 | 37 | 6 | 10
51. Cc1ncc(CO)c(/C=N/NC(=S)Nc2cccc(Cl)c2)c1O
    -2 | 1 | 34 | 5 | -3.2 | 13 | 30 | -6
52. CCOc1ccccc1NC(=O)COC(=O)c1ccc2ccccc2n1
    -2 | -10 | -2 | 8 | 0.4 | -1 | -10 | -8
53. CCCC(C)C(=O)Nc1nnc(CCc2ccccc2)s1 (centres undefined)
    -2 | 35 | 21 | -2 | 2.1 | 18 | 6 | 1
54. COc1ccc(S(=O)(=O)N2CC(C(=O)O)Oc3ccc(Cl)cc32)cc1 (centres undefined)
    -9 | -3 | 14 | -3 | 0.0 | 4 | 8 | 0
55. N=c1c2c3c(sc2ncn1Cc1ccco1)CCCCC3
    -2 | 12 | 11 | -19 | 2.7 | 2 | 4 | 3
56. CCOc1cc(/C=C2\C(=N)N3N=C(C)SC3=NC2=O)ccc1OCCOc1ccccc1
    0 | 9 | 12 | 19 | 3.1 | -9 | -6 | 23
57. O=C(NN1CCOCC1)c1ccccc1F
    -2 | 1 | -18 | -4 | 0.7 | 5 | -5 | -7

Bioassay records deposited in PubChem by Sanford-Burnham Center for Chemical Genomics.
